# A549 tox = A549 cytotoxicity, counter-screen for Nrf2 inhibitors; Potency, µM (doses to about 46 µM), for the others: at the top dose activity change, negative = cytotoxicity, most hits filed as inhibitors; A549 ARE-Fluc cells, CellTiter-Fluor viability, 18-24 h; actives 0.16% (n = 390,000); also: potency is read from the fitted curve at half-maximal effect; % is scaled to controls: 0 for no effect and ±100 for the full control effect
#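 Cytotoxicity counterscreen: CellTiter-Fluor fluorescence was measured in A549 ARE_Fluc cells after 18-24 h of compound exposure in a concentration series. The subsequent BugLite luminescent read reports ARE-luciferase activity.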
# Nrf2 ARE act = activates Nrf2 signaling. AREc32 ARE-luciferase reporter (MCF7-derived line), luminescence, 24 h. Potency, µM (titrated, usually from 46.1 µM), without a hit: at the top dose activation, hits mostly activators. actives 0.31% (n = 410,000). AID 624171; also: potency is read from the fitted curve at half-maximal effect; % of control where 0% means no effect; nearly all actives have a fitted effect of over 65% in size
#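 Steps: seed AREc32_Fluc cells (1000/well, 5% FBS OPTI-MEM); incubate overnight at 37 deg C; add 23 nL compound; incubate 24 hr; add Steady-Glo; hold 30 min RT; read luminescence.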
# IL-1B inflam inh = inhibitors of inflammasome signaling (IL-1 beta secretion); THP-1 LPS/ATP IL-1B secretion, AlphaLISA, 16 h; stronger effect = lower value; actives 4.7% (n = 360,000); AID 743279; activity change, % at 57.5 µM; in the data active = activity change below about -50%; inconclusive = mostly about -30% to -49%; also: % is scaled to controls: 0 for no effect and ±100 for the full control effect
#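 Secreted IL-1B measured by AlphaLISA bead assay after 16 h compound exposure of THP-1 cells; compounds (final up to 57.5 uM) added 1 h before LPS (250 ng/mL) and ATP (1.25 mM) stimulation; lower signal means less secretion.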
# TGFb inhibitor = inhibitors of TGF-b signaling. Potency, µM (titrated, usually from 46.1 µM), without a hit: top-dose activity, negative = inhibition, usual class: inhibitors. actives 1.2% (n = 410,000). HepG2 CAGA-GFP TGF-b/SMAD3 reporter, GFP fluorescence, 18 h; TGF-beta stimulated, 500 pg/mL final; also: potency is read from the fitted curve at half-maximal effect; % is scaled to controls: 0 for no effect and ±100 for the full control effect; nearly all actives have a fitted effect of over 65% in size
#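 TGF-beta reporter screen: HEPG2 CAGA-GFP, 1% FBS, 500 pg/mL TGF-beta final, 18 h; per-cell GFP summed per well; curves fitted and categorized by class.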
# MCF10A rereplic = DNA re-replication induction in MCF 10a cells; MCF 10A DNA re-replication, Hoechst nuclear intensity, 48 h; Potency, µM (highest dose often 46.1 µM), without a hit: at the top dose activity, positive = re-replication, hits mostly activators; actives 2.9% (n = 350,000); also: potency is read from the fitted curve at half-maximal effect; % of control where 0% means no effect; nearly all actives have a fitted effect of over 50% in size
# ATXN2 expr inh = ATXN2 expression inhibition. actives 0.72% (n = 360,000). HEK-293 ATXN2-luciferase reporter, luminescence, 24 h. Potency, µM (titrated, usually from 57 µM), inactives show top-dose activity change, negative = inhibition, hits mostly inhibitors; also: potency is read from the fitted curve at half-maximal effect; % is scaled to controls: 0 for no effect and ±100 for the full control effect; nearly all actives have a fitted effect of over 55% in size
#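 qHTS (up to 57 uM final) was run with 24 h compound exposure of reporter cells at 37 °C. Each well was multiplexed: SteadyGlo luminescence measured ATXN2-luciferase expression after a fluorogenic Gly-Phe-AFC viability readout (25 uM final).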
# Nrf2 inh = Nrf2 pathway inhibition; A549 ARE-Fluc reporter, luciferase luminescence, 18-24 h; Potency, µM (series often up to 46 µM), inactives show top-dose activity change, negative = inhibition, usual class: inhibitors; actives 2.1% (n = 360,000); also: potency is read from the fitted curve at half-maximal effect; % is scaled to controls: 0 for no effect and ±100 for the full control effect; nearly all actives have a fitted effect of over 60% in size
#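 Nrf2 activity is the BugLite luminescence, read 15 min after reagent at room temperature, following CellTiter-Fluor cytotoxicity readout (30 min, 37C). Compound titrations were applied for 18-24 h to 5000 A549 ARE_Fluc cells/well in 5% FBS OPTI-MEM.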
# HepG2 viability = kills HepG2 cells in TGF-b inhibitor counter-screen; HepG2 CAGA-GFP viability, ATP luminescence, 18 h; Potency, µM (highest dose often 46.1 µM), for the others: at the top dose activity change, negative = cytotoxicity, usual class: cytotoxic; actives 0.76% (n = 410,000); AID 588856; also: potency is read from the fitted curve at half-maximal effect; some results filed as inactive show a strong effect at the top dose
#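 CellTiter-Glo luminescence gave cytotoxicity after 18 hours at 37 degrees C. The cells were HepG2 CAGA-GFP in 1% FBS DMEM, stimulated with 500 pg/mL TGF-beta after compound addition. %Activity was normalised to no-cell wells (complete cell-killing) and DMSO (no toxicity), and curves were fitted and classified.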
# S2 tox = reduces viability in counter-screen for ATXN expression inhibitors; Potency, µM (top dose mostly 56.7 µM), usual class: cytotoxic; S2 cells (HEK-293 line with an ATXN2-luciferase reporter) viability, CellTiter-Fluor protease fluorescence, 24 h; actives 0.49% (n = 400,000); also: potency is read from the fitted curve at half-maximal effect; nearly all actives have a fitted effect of over 40% in size
# An asterisk follows results filed as active; i = inactive; ? = inconclusive; nt = no result given; & = joins results of further samples; [ ] = another dose, or the depositor's remark. Unless noted, calls follow the shape of the dose curve; as a rule, active = well fitted curve in the direction sought with a large enough effect; inconclusive = small, poorly fitted or top-dose-only effect, or another doubt; inactive = no such curve, though single readings can be large; an effect the other way counts as inactive or inconclusive. Not a hit list (roughly 8.8% active in at least one column).
# A first look (two entries):
SMILES	S2 tox	IL-1B inflam inh	MCF10A rereplic	A549 tox	ATXN2 expr inh	TGFb inhibitor	Nrf2 inh	Nrf2 ARE act	HepG2 viability
O=S1(=O)CC=C(CSC(=S)NC2CCS(=O)(=O)C2)C1 (stereo not given)	?	-97.4*	?	?	-7.0%	?	?	-0.9%[9.22 µM]	-64.2%
COc1cc(C2C(C#N)=C(N)N(N(C)C)C3=C2C(=O)CC(C)(C)C3)cc(OC)c1OC (stereo not given)	i	23.8	-1.9%	3.4%	20.5%	66.2%[activator]	-2.0%	0.2%	-0.4%

# The listing, previewed entries included:
SMILES	S2 tox	IL-1B inflam inh	MCF10A rereplic	A549 tox	ATXN2 expr inh	TGFb inhibitor	Nrf2 inh	Nrf2 ARE act	HepG2 viability
O=S1(=O)CC=C(CSC(=S)NC2CCS(=O)(=O)C2)C1 (stereo not given)	?	-97.4*	?	?	-7.0%	?	?	-0.9%[9.22 µM]	-64.2%
COc1cc(C2C(C#N)=C(N)N(N(C)C)C3=C2C(=O)CC(C)(C)C3)cc(OC)c1OC (stereo not given)	i	23.8	-1.9%	3.4%	20.5%	66.2%[activator]	-2.0%	0.2%	-0.4%
CCCC(CCC(=O)Nc1nccs1)C(=O)O (stereo not given)	i	14.6	-3.6%	4.9%	-15.7%	-2.1%	?	0.1%	-5.3%
O=C(O)c1cccc(S(=O)(=O)Nc2ccc3c(c2)OCO3)c1	i	6.5	-0.7%	nt	6.6%	3.1%	0.5%	0.1%	-14.4%
CC(=O)N1CCCC1C(=O)O (stereo not given)	i	36.1	-2.1%	3.8%	-4.8%	-5.8%	-2.4%	-0.7%	-17.7%
CCOc1cnc(-c2c(-c3c(F)cccc3Cl)noc2C)o1	i	-10.6	27.7%	7.1%	-6.4%	5.6%	2.8%	1.7%	1.8%
CCOC(=O)COc1cc(Br)c(C2NC(=O)NC(C)=C2C(C)=O)cc1OCC (stereo not given)	i	0.0	0.7%	3.0%	8.1%	-15.6%	-3.2%	0.3%	-1.2%
Cc1ccc(C)c(NC(=O)c2cc3c([nH]c4ccccc43)c(C)n2)c1	i	-6.0	-0.5%	6.7%	-9.4%	-17.2%	9.6%	-0.5%	-0.4%
COc1ccc2cc3cc(C(=O)N4CCN(c5cccc(C(F)(F)F)c5)CC4)sc3nc2c1	i	nt	nt	3.0%	-5.9%	4.4%	13.8%	-1.3%	1.7%
CCOc1cccc(C(=O)Nc2ccc(-c3nc4cc(C)cc(C)c4o3)cc2)c1	i	nt	nt	9.9%	?	6.1%	?	2.8%	8.8%
O=C(NC1CCCC1)c1ccc2c(=O)n(Cc3ccccc3)c(SCc3ccccc3F)nc2c1	nt	nt	nt	2.4%	nt	-19.3%	nt	-0.4%	-0.8%
O=C(CCl)Nc1cc2[nH]c(=O)[nH]c2cc1Br	?	-100.7*	20.6µM*	23.1µM*	?	?	20.6µM*	?	-85.5%
COc1cccc(CC(NC(C)=O)C(=O)NC2CCN(c3c4c(nc5ncnn35)CCC4)CC2)c1 (stereo not given)	i	8.2	1.9%	3.2%	2.8%	22.0%	3.8%	-0.3%	8.9%
CS(=O)(=O)Cc1ccc(C(=O)NNC(=O)c2cc(-c3ccccc3)n[nH]2)cc1	?	16.5	7.2%	-12.8%	-9.8%	21.1%	5.9%	-0.3%	-6.7%
CCOc1cccc2cc(C(=O)NCc3ccc(C)cc3)c(=N)oc12	i	?	-0.1%	-0.9%	-6.3%	1.2%	-21.9%	0.3%	0.0%
COc1nccnc1NS(=O)(=O)c1ccc(NC(=O)c2ccccc2Br)cc1	i	24.9	3.0%	-8.7%	3.7%	-4.9%	-20.9%	0.1%	5.2%
CC(Sc1nnc(COc2ccc(Cl)cc2)n1Cc1ccco1)C(=O)N1CCNC1=O (stereo not given)	i	0.0	10.9%	2.4%	-23.1%	-11.2%	-20.0%	2.6%	-28.6%
COc1ccc(C2=CC3=C(Br)C(=O)C(C)(O)C(=O)C3=CO2)cc1 (stereo not given)	?	6.5	-9.5%	-11.4%	1.4%	-24.6%	2.7%	2.9%	-60.8%
S=c1nccc(-c2ccc3c(c2)CCO3)[nH]1	i	24.0	3.1%	-9.4%	19.1%	11.9%	?	0.3%	-6.6%
O=C(Nc1nc2ccccc2n1Cc1ccc(Cl)cc1)c1ccco1	i	-2.9	?	?	-24.2%	?	-26.3%	-0.2%	-21.4%
Cc1ccc(NC(=O)c2ccco2)cc1C	i	-2.5	-23.7%	-6.2%	39.2%[activator]	0.0%	?	8.9%	-43.1%
O=C(CSc1nc2ccccc2c(=O)n1-c1ccccc1F)NC1CCS(=O)(=O)C1 (stereo not given)	?	-7.3	1.9%	-10.1%	-20.7%	-0.2%	-7.4%	-0.1%	-2.6%
Cc1cc(-c2cccnc2)c(C#N)c(SCC#N)n1	i	9.7	-1.7%	1.2%	6.6%	-9.7%	-1.5%	0.4%	-2.3%
CCOC(=O)c1ccc(NC(=O)Cn2cc3c(n2)CCC(C)C3)cc1 (stereo not given)	i	27.6	?	-6.1%	-3.4%	-16.8%	7.5%	-1.0%	-38.7%
COCc1cc(C)nc(OCC(=O)N/N=C/c2ccccc2)c1C#N	i	-18.0	0.1%	-7.6%	-9.2%[11.3 µM]	-3.1%	-20.5%	-0.6%	-0.8%
COc1ccc(CC(=O)NCCN2CCOCC2)cc1	i	8.6	17.4%	-1.6%	nt	-3.0%	2.1%	2.7%	5.4%
CCN(CC)CCCNc1nc(C)cc(COC)c1C#N	i	-3.7	7.6%	20.2%	-10.3%	5.7%	2.6%	-0.5%	1.1%
OC(CN1CCN(c2ccc(F)cc2)CC1)c1ccc(Cl)cc1 (stereo not given)	i	40.3	8.6%	0.7%	6.6%	0.0%	8.1%	0.0%	-23.6%
CCN(CC)S(=O)(=O)c1ccc2[nH]c(=O)cc(C(=O)NCC3CCCO3)c2c1 (stereo not given)	i	29.0	?	1.7%	2.3%	2.3%	-10.2%	0.3%	1.4%
CCOC(=O)N1CCN(C(=O)C2CCN(S(=O)(=O)c3cc(C)ccc3OC)CC2)CC1	i	30.4	1.4%	-11.8%	7.2%	12.4%	-7.7%	0.7%	-3.3%
COc1ccc(-c2nnc(SCc3nc4ccccc4s3)n2C(C)C)cc1	i	-10.9	-2.4%	-13.2%	26.2%	-11.3%	?	7.0%	-15.5%
N#Cc1ccccc1OCC(=O)NC(=O)NCc1ccccc1	i	9.5	-19.7%	-2.4%	23.9%	0.1%	0.0%	3.4%	-17.0%
Cc1cc(C(C)(C)C)c(OC(=O)[C@@H]2OC(c3ccccc3)=C[C@H]2c2ccccc2)c(C(C)(C)C)c1	i	16.3	-5.2%	0.9%	5.3%	-18.1%	21.5%	-1.1%	2.7%
CCOCCCNC(=O)CCc1nnc2n(CCC(C)C)c(=O)c3ccccc3n12	i	21.6	1.6%	1.9%	?	-13.7%	?	-0.7%	-13.9%
COc1ccc(CN(C)C(=O)c2cc(S(=O)(=O)N3CCCCCC3)ccc2OC)cc1OC	?	-1.6	11.4%	-5.3%	-17.2%	4.6%	-19.4%	0.4%	-3.4%
COc1ccc(-c2cccc(C3C4C=CCCC4(C)C(=O)N3Cc3ccccc3)c2)cc1 (stereo not given)	nt	nt	nt	6.4%	nt	?	-24.4%	nt	-23.0%
CC(C)CC(=O)Nc1ccc(C(=O)CN2C(=O)NC3(CCOc4ccccc43)C2=O)cc1 (stereo not given)	i	12.4	-0.1%	11.9%	-14.6%	-20.3%	-2.7%	3.1%	-27.4%
O=C(CN(C(=O)c1ccco1)c1cccc(F)c1)NCc1ccc(F)cc1	i	9.7	?	5.1%	0.7%	1.4%	-1.4%	-0.7%	-0.7%
O=C(CN1CCN(Cc2ccccc2)CC1)N1CCCCCC1	i	23.8	-1.3%	7.6%	-23.4%	6.3%	9.6%	-1.0%	16.1%
COc1ccc2nc(SCC(=O)NC3CC3)c(C#N)cc2c1	i	6.9	5.6%	-14.8%	36.8%[activator]	21.7%	?	-0.2%	-2.0%
COc1cc2c(cc1OC)C(c1cccc(Cl)c1Cl)CC(=O)N2 (stereo not given)	i	32.9	?	-0.2%	23.3%	1.2%	-12.9%	0.0%	-32.6%
CC(=O)n1cc([C@@H]2C=C(C(=O)N3CCOCC3)O[C@H](OCCCCO)C2)c2ccccc21	i	13.5	3.3%	-1.0%	6.9%	-18.3%	15.3%	-0.2%	-11.1%
Cn1c(CN2CCOCC2)nc2cc(NC(=O)COc3ccccc3)ccc21	i	-8.6	-1.7%	-1.5%	-2.1%	-3.5%	?	2.0%	-10.8%
C[C@@H]1CN([C@H](C)CO)C(=O)CCCn2cc(nn2)CO[C@H]1CN(C)S(=O)(=O)c1ccc2c(c1)OCCCO2	i	14.3	nt	nt	7.2%	3.6%	nt	0.2%	-10.3%
CCOC(=O)c1c(NC(=O)CSc2nnc3c(n2)[nH]c2ccc(F)cc23)sc(C(C)=O)c1C	i	0.0	-3.5%	-10.8%	-0.1%	4.3%	-20.3%	-0.7%	-18.0%
Cc1cc(C)n(-c2nc(N(C)C)nc(N(C)C)n2)n1	i	4.2	-4.7%	-1.6%&-3.3%	-6.8%	-5.4%&-10.2%	13.4%&2.7%	-0.3%	-1.0%&-11.6%
CC(C)(C)OC(=O)N/N=C/c1cccc([N+](=O)[O-])c1	i	-28.5	14.4%	12.8%	19.8%	26.1%	?	?	31.9%
CCCCCCCCCCC[N+](C)(C)CC/C=C1/c2ccccc2Sc2ccc(Cl)cc21	11.2µM*	-67.0*	18.9%	-5.1%	nt	?	-12.0%	-3.3%	20µM*
COc1ccccc1CNc1nc(-c2ccco2)nn1S(C)(=O)=O	i	nt	nt	2.8%	0.6%	-1.1%	18.3%	13.0%	-30.0%
O=C(NCc1ccc(Cl)c(Cl)c1)c1cccnc1	i	3.6	-0.1%	6.7%	-5.0%	9.7%	-10.0%	0.5%	-2.4%
